# Screening data (PubChem BioAssay)
# MITF inh: blocks human microphthalmia-associated transcription factor; O75030; inhibition, % at 2.6 µM; AlphaScreen MITF homodimerization, bead proximity signal; AID 1259374; 650,000 tested, 0.91% active; in the data active = inhibition above about 50%;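 note: 0% = vehicle wells with protein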
# Target sequence (O75030 whole entry, looked up): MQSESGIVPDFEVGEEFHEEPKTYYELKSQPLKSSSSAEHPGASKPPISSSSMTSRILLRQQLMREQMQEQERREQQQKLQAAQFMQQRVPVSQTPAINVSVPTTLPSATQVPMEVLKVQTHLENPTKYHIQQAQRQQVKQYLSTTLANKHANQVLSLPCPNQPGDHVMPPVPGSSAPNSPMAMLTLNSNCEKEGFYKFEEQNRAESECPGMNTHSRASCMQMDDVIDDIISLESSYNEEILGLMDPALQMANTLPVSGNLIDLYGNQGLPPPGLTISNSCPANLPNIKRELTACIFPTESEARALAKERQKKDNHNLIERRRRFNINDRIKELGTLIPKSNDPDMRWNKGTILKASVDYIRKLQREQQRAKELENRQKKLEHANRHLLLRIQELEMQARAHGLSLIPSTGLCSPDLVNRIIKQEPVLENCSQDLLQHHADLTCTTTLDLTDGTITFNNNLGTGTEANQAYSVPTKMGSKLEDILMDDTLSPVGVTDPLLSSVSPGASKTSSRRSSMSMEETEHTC
# FBW7 activator: activators of human E3 ligase FBW7 | normalized activity (activation), % at 26.1 µM | 650,000 tested, 0.13% active | AlphaScreen FBW7–phospho-cyclin E peptide binding, activator screen | Q969H0 | AID 1259310; in the data active = normalized activity above about 1.9%;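 note: purified mutant Fbw7 with reduced substrate affinity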
# GPR151 activ: activators of human GPR151. Q8TDV0. activation, % at 11.2 µM. PathHunter beta-arrestin GPR151 cells, luminescence. AID 1508602. 650,000 tested, 1% active; in the data active = activation above about 4.9%;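 note: 0% = median of compound wells and 100% = cells with positive control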
# Target sequence (Q8TDV0 whole entry, looked up): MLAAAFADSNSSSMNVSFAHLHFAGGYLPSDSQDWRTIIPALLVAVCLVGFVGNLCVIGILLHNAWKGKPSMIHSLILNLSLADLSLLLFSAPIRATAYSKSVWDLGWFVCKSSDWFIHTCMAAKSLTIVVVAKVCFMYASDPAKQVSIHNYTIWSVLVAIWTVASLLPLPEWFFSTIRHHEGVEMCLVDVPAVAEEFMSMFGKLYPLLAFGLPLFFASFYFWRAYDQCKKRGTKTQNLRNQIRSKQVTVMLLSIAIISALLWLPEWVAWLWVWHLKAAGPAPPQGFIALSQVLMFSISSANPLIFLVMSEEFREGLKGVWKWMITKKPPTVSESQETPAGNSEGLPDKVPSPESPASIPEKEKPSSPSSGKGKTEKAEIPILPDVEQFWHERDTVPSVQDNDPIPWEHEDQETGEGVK
# TEAD-YAP block: TEAD-YAP interaction inhibition. HEK-TIYL cells, TEAD-Gal4/YAP UAS-luciferase luminescence. inhibition, % at 9.12 µM. 640,000 tested, 1.4% active; in the data active = inhibition above about 32%;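 note: 0% = median of test compound wells and 100% = reference inhibitor wells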
# Numbers without * were called inactive.
SMILES,MITF inh,FBW7 activator,GPR151 activ,TEAD-YAP block
CC(C)C(C)(C#N)NC(=O)CSc1nnc(Cc2ccccc2F)n1N (stereo not given),8,0.1,1.5,2
CC(=O)Nc1ccc(NC(=O)Cn2cc3c(n2)CCCCC3)cc1,-7,0.5,-0.9,-5
COc1ccccc1NC(=O)CC1CCCCN1S(=O)(=O)c1ccc(Cl)cc1 (stereo not given),-8,0.1,0.6,-1
CCOc1ccc(C(C)=O)cc1COC(=O)COc1ccccc1C#N,9,0.0,1.8,1
COc1ccc(/C=C2\SC(=S)N(CCC(=O)N3CCOCC3)C2=O)cc1,8,0.1,1.5,3
COc1ccc(NC(=O)c2cccc(-n3cc(NC(=O)Cc4cccc(C)c4)cn3)c2)cc1OC,6,0.1,1.8,7
NC(=S)c1ccc(NC(=O)c2ccco2)cc1,1,-0.1,-1.7,-38
COc1cccc2c1NC(c1ccc(F)cc1)C1CC=CC21 (stereo not given),2,-0.2,1.0,8
COc1cccc(CNC(=O)c2oc(=O)c3ccccc3c2-c2ccccc2)c1,11,0.2,0.5,-3
O=C(O)c1ccc(NC(CSCc2c(F)cccc2Cl)C(=O)O)c([N+](=O)[O-])c1 (stereo not given),13,-0.1,2.9,-8
COc1ccc(CN(Cc2ccc(C(=O)O)cc2)C(=S)Nc2ccccc2F)cc1OC,21,0.1,-0.8,-4
CCOc1ccc(C2Oc3c(cc(Br)cc3OC)C=C2[N+](=O)[O-])cc1OC (stereo not given),23,-0.1,-1.0,62*
CSc1n[nH]c(N)c1-c1ccccn1,4,0.4,1.9,-1
CC(C)c1ccc(C2CC(c3ccc(F)cc3)=NN2c2nc(-c3ccc([N+](=O)[O-])cc3)cs2)cc1 (stereo not given),6,0.0,-1.5,7
COCCn1nnnc1C(c1ccc(N(C)C)cc1)N1CCN(c2cccc(C)c2C)CC1 (stereo not given),-13,-0.1,-0.5,2
O=C(N/C(=C\c1ccc(Br)cc1)C(=O)N1CCCC1)c1ccccc1F,14,0.0,-1.4,3
CCNc1cc(C(=O)NCCc2ccc(O)cc2)c2ccccc2n1,8,0.2,2.9,-4
Cn1c(=O)[nH]c(=O)c2c1nc(NCCCO)n2CCCOc1ccccc1,5,-0.1,2.0,-8
CN(Cc1ccno1)C(=O)CC1C(=O)NCCN1CC(c1ccccc1)c1ccccc1 (stereo not given),8,0.0,-1.0,4
COc1ccc(CCNc2nc(Nc3cccnc3)nc3c2ncn3-c2ccsc2)cc1,-10,-0.1,-2.6,65*
CC(=O)c1ccc(NC(=O)C(C)NC(c2ccccc2)c2ccccc2)cc1 (stereo not given),8,-0.1,0.4,3
COc1ccccc1-n1c(C)cn2c3c(=O)n(CC(N)=O)c(=O)n(C)c3nc12,7,0.0,0.2,2
CNC(=O)C1CN(CCCOc2cccc(C#N)c2)CCN1S(C)(=O)=O (stereo not given),11,0.2,-1.3,9
Clc1ccccc1-c1noc(C2CCCCC2)n1,11,0.1,0.0,-6
Cc1ccc(N(CCCCN2C(=O)c3ccccc3C2=O)C(=O)c2sc3ccccc3c2Cl)cc1,-6,-0.1,2.0,1
SMILES,MITF inh,FBW7 activator,GPR151 activ,TEAD-YAP block
CN(CCc1ccccn1)C(=O)CCC1CCCN(Cc2cccn2-c2ncccn2)C1 (stereo not given),-2,-0.1,1.3,-2
CCn1c(=O)cc(SCC(=O)Nc2ccccc2OC)c2ccccc21,-5,-0.2,1.8,6
Cc1cccc(NC(=O)C2C3C=CC4(O3)C2C(=O)N(CCN2CCCCCC2)C4C(=O)NC2CCCC(C)C2C)c1 (stereo not given),1,-0.1,-1.7,-12
Cc1ccc2nc(N3C(=O)CCC3=O)sc2c1,-10,0.0,-4.1,21
COc1ccc(NC(=O)CSc2nc(C)cc(C)c2C#N)cc1,-9,-0.2,0.3,-18
CN(C)c1ccc(/C=N\Nc2ccccn2)cc1,31,-0.4,-2.3,-46
CC1(C)CC2CC(C)(CN2S(=O)(=O)c2ccccc2C(F)(F)F)C1 (stereo not given),-7,0.0,-0.1,0
CC1(C)CC(=O)C(C=NCCc2ccccc2F)=C(O)C1,1,-0.2,-0.3,-9
CCCCc1c(C)c(C#N)c2nc3ccccc3n2c1N1CCN(CCn2c(C)ccc2C)CC1,17,0.6,0.6,-2
COc1ccc(Br)cc1/C=C1\N=C(c2cccc(F)c2)OC1=O,-1,0.0,1.0,0
C=CCOc1nc(NC(C)C)nc(NC(C)C)n1,14,0.2,-0.7,7
CN(C)S(=O)(=O)c1cccc(NC(=S)NCCCO)c1,14,0.6,0.2,2
CC(=O)Oc1ccc(N2C(=O)c3ccc(Oc4ccc(N)cc4)cc3C2=O)cc1,9,0.5,0.7,6
COc1ccc(-n2nc3c(c2NC(=O)C2CCCC2)CSC3)cc1,10,-0.1,-0.1,3
CCn1c(=O)c2cc(C(=O)NCc3cc(OC)ccc3OC)sc2c2ccccc21,5,0.2,-0.5,7
COc1ccc(Cl)cc1NC(=O)CSc1nnc(C)c(=O)n1N,-8,0.0,0.2,-7
COCCCN=C1SCC(c2c[nH]c3ccccc23)=NN1C,8,-0.2,0.8,23
N#CC1=C(N)Oc2n[nH]c(-c3cccnc3)c2C1c1cc2c(cc1Br)OCO2 (stereo not given),5,0.0,1.4,6
CC(C)(C)C1CCc2c(sc3c2C(=O)N(c2ccccc2)C(SCC(=O)c2ccc(Br)cc2)N3)C1 (stereo not given),13,0.0,0.0,6
CCOC(=O)c1c(NC(=O)c2ccnn2C)sc2c1CC(C)(C)NC2(C)C,10,0.1,0.4,-2
CC1(C)CC(=O)C2=C(C1)Nc1ccccc1NC2c1ccccn1 (stereo not given),-10,-0.1,-1.0,-36
Cn1c(SCC(=O)O)nnc1-c1ccccc1O,5,-0.2,1.1,44*
COc1cc(OC)cc(C(=O)Nc2ccc3c4c(cccc24)CC3)c1,5,0.2,17*,-4
COc1ccc(C(=O)Nn2c(-c3cc(OC)c(OC)c(OC)c3)nc3ccccc3c2=O)c(OC)c1,-9,-0.1,0.5,-1
CC(C)OC(=O)C(NC(=O)c1ccccc1)=C1CCCCC1,-2,0.0,-0.1,1
SMILES,MITF inh,FBW7 activator,GPR151 activ,TEAD-YAP block
O=C(CSc1nc2ccsc2c(=O)n1Cc1ccc2c(c1)OCO2)Nc1ccccc1C(F)(F)F,-4,0.0,-0.5,3
Cc1cccc(-c2nnc(SCC(=O)Nc3ccc(F)cc3)n2CC(N)=O)c1,4,0.0,0.1,2
CCOC(=O)C1CCCN(C(=O)c2cc3ncc(Br)cn3n2)C1 (stereo not given),5,0.0,1.4,3
Cn1cc(S(=O)(=O)N2CCc3ccccc32)cc1C(=O)N1CC=C(c2ccccc2)CC1,13,0.8,-0.2,18
[O-][N+]1=C2CCC/C(=N\O)C2=NC12CCCCC2,1,-0.1,-0.4,6
CN1CCCN(C(=S)Nc2ccc(SC(F)F)cc2)CC1,0,0.1,0.0,-3
Cc1nc(N2CCCCC2)sc1C(=O)c1ccc(SCCO)c([N+](=O)[O-])c1,6,0.1,-1.8,-2
O=C(CCCCCn1c(=S)[nH]c2cc3c(cc2c1=O)OCO3)N1CCC(N2CCCCC2)CC1,6,0.1,-0.1,-10
O=C(NCc1nc2ccccc2[nH]1)c1ccc(-c2csc3ccccc23)s1,1,-0.1,0.1,-22
CCOCc1nnc(NC(=O)c2sc3ccccc3c2Cl)s1,12,-0.1,0.6,2
O=C(CNC(=O)c1ccc(Cl)cc1)N/N=C/c1ccc(F)cc1,6,0.0,0.1,4
CC(OC(=O)[C@@H]1CC(O)CN1S(=O)(=O)c1ccc(C(C)(C)C)cc1)C(=O)NC(N)=O (stereo not given in full),-10,0.1,-1.4,-6
Cc1cccc(NS(=O)(=O)c2cccc(C(=O)Nc3ccc([N+](=O)[O-])cc3)c2)c1,14,-0.1,-0.8,9
COc1ccc(-n2c(C)ccc2C)cc1N,9,-0.8,-0.6,-15
Cc1[nH]c2ccccc2c1/C=N/NC(=O)c1ccccc1O,15,0.1,0.1,-10
CCn1nnc(NC(=O)c2cc(OC)c(OC)c(OC)c2)n1,-6,0.1,1.0,0
COCC(=O)Oc1ccc2c(C)cc(=O)oc2c1,2,0.0,-0.7,-2
COC(=O)NC(Nc1ccc(C)cc1C)C(=O)c1ccccc1 (stereo not given),7,-0.2,0.7,-4
CCCCCCOc1ccc(C(=O)Nc2nc3ccccc3s2)cc1,9,-0.1,-0.1,7
COc1ccc(O)c(C2=Nc3ccccc3N=C(c3ccc(Cl)cc3)C2)c1,9,0.1,0.7,-59
COc1cc(CN2CCN(CC(C)C)C(CCO)C2)cc(Cl)c1O (stereo not given),4,0.1,-0.7,12
COc1cc(-c2[nH]nc3c2C2(C(=O)Nc4ccc(C)c(Br)c42)C(C#N)=C(N)O3)cc(OC)c1OC (stereo not given),12,0.0,0.9,-4
CCOc1ccc(Nc2c(CCC(C)C)c(C)c(C#N)c3nc4ccccc4n23)cc1,3,0.1,1.6,-1
Cc1ccc2c(c1)N(CCCC(=O)NC1CCCC1)C(=O)CO2,4,0.8,-0.4,-4
COc1cc(C(=O)NN=C2CCCCCC2)cc(OC)c1OC,0,0.0,-0.4,60*
SMILES,MITF inh,FBW7 activator,GPR151 activ,TEAD-YAP block
Oc1ccc(Nc2nc(-c3ccncc3)cs2)cc1,5,-0.2,1.3,-106
NCCNC(=O)c1cnccc1Nc1ccc2[nH]ncc2c1,3,0.1,0.1,-3
CC(=O)N1c2ccccc2N(Cc2ccccc2)C(=O)CC1c1ccccc1 (stereo not given),5,0.1,0.8,14
COc1ccc2c(c1)-c1nc(-n3ncc(C(=O)N4CCC(N(C)C)C4)c3C)ncc1CC2 (stereo not given),2,-0.1,0.1,-13
COc1cc(Cl)ccc1NC(=O)c1nn2c(C(F)(F)F)cc(-c3ccc(Br)cc3)nc2c1Cl,-10,-0.1,-1.1,-15
CC(C)n1c(-c2ccc(C(N)=O)cc2)nc2c(NCc3nc4ccccc4[nH]3)ncnc21,-2,-0.1,2.3,6
COc1cc(/C=N/N=C2/NC(=O)CS2)ccc1OC(=O)c1cccc(C)c1,-11,0.1,-1.2,-26
Cc1nc(S(=O)(=O)N(C)Cc2ccccc2)c(C#N)c(C)c1Cl,7,0.0,1.9,1
CCCn1c(SCC(=O)Nc2nnc(-c3ccccc3)s2)nnc1-c1cccnc1,13,0.3,2.8,10
CCCc1cc(C(=O)NCCc2ccc(OC)c(OC)c2)cs1,-16,-0.1,0.7,-5
COc1ccc(C2NC(=O)N(C)C(C)=C2C(=O)OCCc2ccccc2)cc1 (stereo not given),-11,0.2,1.4,-7
Cc1ccccc1-c1nc(CS(=O)(=O)CC(=O)NCCc2ccccc2)c(C)o1,3,0.0,2.0,10
COc1cc(OC)c(OC)cc1CN1CCN(Cc2ccccn2)CC1,71*,0.5,-1.5,-8
Cc1ccc2nc3c(cc(C(=O)NCC4CCCO4)c(=N)n3CC3CCCO3)c(=O)n2c1 (stereo not given),3,-0.2,0.2,-4
COc1ccc(Cl)cc1C(=O)Nc1ccc2oc(-c3ccc(F)cc3Cl)nc2c1,8,0.0,1.1,-33
CC(C)CN1C(=O)c2ccc(C(=O)NCc3cccnc3)cc2C1=O,-13,-0.1,1.0,-3
N#Cc1ccccc1OCC(=O)NNC(=O)CCNC(=O)c1ccc(Cl)cc1,-8,-0.1,0.5,1
CC(c1ccccc1)N1C(=O)C2C(C(=O)Nc3cc(Cl)cc(Cl)c3)C3C=CC2(O3)C1C(=O)NC1CCCCC1 (stereo not given),0,-0.1,-0.6,-3
CCOC(=O)C1CCCN(S(=O)(=O)c2cc(Cl)c(OC)cc2Cl)C1 (stereo not given),-33,0.2,-1.6,-9
CCOc1ccc(-n2c(CNC(=O)c3cccc(OC)c3)nnc2SCC(=O)N2N=C(c3cccs3)CC2c2ccc(F)cc2)cc1 (stereo not given),4,0.0,1.3,-1

# Of the compounds above, these contain fluorine:
SMILES,MITF inh,FBW7 activator,GPR151 activ,TEAD-YAP block
CC(C)C(C)(C#N)NC(=O)CSc1nnc(Cc2ccccc2F)n1N (stereo not given),8,0.1,1.5,2
COc1cccc2c1NC(c1ccc(F)cc1)C1CC=CC21 (stereo not given),2,-0.2,1.0,8
O=C(O)c1ccc(NC(CSCc2c(F)cccc2Cl)C(=O)O)c([N+](=O)[O-])c1 (stereo not given),13,-0.1,2.9,-8
COc1ccc(CN(Cc2ccc(C(=O)O)cc2)C(=S)Nc2ccccc2F)cc1OC,21,0.1,-0.8,-4
CC(C)c1ccc(C2CC(c3ccc(F)cc3)=NN2c2nc(-c3ccc([N+](=O)[O-])cc3)cs2)cc1 (stereo not given),6,0.0,-1.5,7
O=C(N/C(=C\c1ccc(Br)cc1)C(=O)N1CCCC1)c1ccccc1F,14,0.0,-1.4,3
CC1(C)CC2CC(C)(CN2S(=O)(=O)c2ccccc2C(F)(F)F)C1 (stereo not given),-7,0.0,-0.1,0
CC1(C)CC(=O)C(C=NCCc2ccccc2F)=C(O)C1,1,-0.2,-0.3,-9
COc1ccc(Br)cc1/C=C1\N=C(c2cccc(F)c2)OC1=O,-1,0.0,1.0,0
O=C(CSc1nc2ccsc2c(=O)n1Cc1ccc2c(c1)OCO2)Nc1ccccc1C(F)(F)F,-4,0.0,-0.5,3
Cc1cccc(-c2nnc(SCC(=O)Nc3ccc(F)cc3)n2CC(N)=O)c1,4,0.0,0.1,2
CN1CCCN(C(=S)Nc2ccc(SC(F)F)cc2)CC1,0,0.1,0.0,-3
O=C(CNC(=O)c1ccc(Cl)cc1)N/N=C/c1ccc(F)cc1,6,0.0,0.1,4
COc1cc(Cl)ccc1NC(=O)c1nn2c(C(F)(F)F)cc(-c3ccc(Br)cc3)nc2c1Cl,-10,-0.1,-1.1,-15
COc1ccc(Cl)cc1C(=O)Nc1ccc2oc(-c3ccc(F)cc3Cl)nc2c1,8,0.0,1.1,-33
CCOc1ccc(-n2c(CNC(=O)c3cccc(OC)c3)nnc2SCC(=O)N2N=C(c3cccs3)CC2c2ccc(F)cc2)cc1 (stereo not given),4,0.0,1.3,-1
